PvdQ inh: P. aeruginosa PvdQ acylase inhibition. purified PvdQ acylase, fluorescence plate reader. inhibition, % at 10 µM. 0.063% of 340,000 active. AID 488965; in the data active = inhibition above about 30%, passing the limit was not always enough;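 note: 0% = vehicle neutral wells and 100% = reference inhibitor wells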
Arrestin-AP2 inh: blocks beta-arrestin peptide binding to AP2 adaptin | FITC-arrestin peptide / GST-AP2 beads, flow cytometry; AP2 beta2 appendage carries R879A mutation | inhibition, % at 10 µM | 0.31% of 340,000 active | AID 504490;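 active = inhibition above a set limit, near 3 SD of compounds lacking own fluorescence, cut at about 54% in these data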;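 note: plate controls were DMSO wells for no effect and 5 µM unlabelled arrestin peptide for full effect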
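System: GST-AP2 R879A glutathione beads; medium: PBS, Tween 20 0.05%, BSA 0.1%; reagent: fluorescein-tagged arrestin peptide at 50 nM final; schedule: pre-incubation 12 min, peptide binding 1 h, room temperature; detection: flow cytometry, FL1 (488/535 nm); read-out: inhibition as reduced fluorescein signal on beads, percent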
DAGLB inhibitor: blocks human DAGLB lipase activity. Q8NCG7. 0.059% of 340,000 active. AID 504411. inhibition, % at 5.17 µM. HEK293T DAGLB membrane lysate, EnzChek fluorogenic substrate; in the data active = inhibition above about 34%;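 note: 0% = enzyme with vehicle and 100% = wells lacking enzyme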
Keap1-Nrf2 PPI: disrupts human Keap1 binding to Nrf2 peptide; inhibition, % at 9.4 µM; Keap1 Kelch-Nrf2 peptide fluorescence polarization, 1536-well; 0.15% of 340,000 active; in the data active = inhibition above about 12%;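 note: human Keap1 Kelch domain with fluorescein labeled Nrf2 9mer peptide probe; 0% = neutral control wells and 100% = peptide positive control; higher means more block of Keap1 binding to Nrf2 peptide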
RTF Ca sens inh: cardiac RTF calcium desensitization; inhibition, % at 7.15 µM; IANBD-labeled cardiac RTF, Ca2+ fluorescence; 0.12% of 340,000 active; AID 493244; P19429+P45379;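 active = inhibition above the mean inhibition of all tested compounds plus 3 SD, cut at about 17% in these data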;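 note: assay run at fixed EC70 calcium of 1.6 mM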
PKA-R2B activ: PKA-R2B complex activation. activation, % at 11.4 µM. 0.079% of 340,000 active. AID 504700. PKA-R2B holoenzyme dissociation, Cy5-IP20 fluorescence polarization; R2B truncated from residue 108, S112A mutant; 0% DMSO only, 100% 113 µM cGMP;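 active = activation above a cutoff set at the mean over all compounds plus 3 SD, cut at about 18% in these data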;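 note: higher means more holoenzyme dissociation and a rise in polarization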
NSD2 HMT inh: blocks human histone methyltransferase NSD2. 0.54% of 310,000 active. AID 743445. inhibition, % at 12.5 µM. NSD2 peptide methylation, AlphaScreen, 120 min; in the data active = inhibition above about 50%
Target sequence (O96028 whole entry, looked up): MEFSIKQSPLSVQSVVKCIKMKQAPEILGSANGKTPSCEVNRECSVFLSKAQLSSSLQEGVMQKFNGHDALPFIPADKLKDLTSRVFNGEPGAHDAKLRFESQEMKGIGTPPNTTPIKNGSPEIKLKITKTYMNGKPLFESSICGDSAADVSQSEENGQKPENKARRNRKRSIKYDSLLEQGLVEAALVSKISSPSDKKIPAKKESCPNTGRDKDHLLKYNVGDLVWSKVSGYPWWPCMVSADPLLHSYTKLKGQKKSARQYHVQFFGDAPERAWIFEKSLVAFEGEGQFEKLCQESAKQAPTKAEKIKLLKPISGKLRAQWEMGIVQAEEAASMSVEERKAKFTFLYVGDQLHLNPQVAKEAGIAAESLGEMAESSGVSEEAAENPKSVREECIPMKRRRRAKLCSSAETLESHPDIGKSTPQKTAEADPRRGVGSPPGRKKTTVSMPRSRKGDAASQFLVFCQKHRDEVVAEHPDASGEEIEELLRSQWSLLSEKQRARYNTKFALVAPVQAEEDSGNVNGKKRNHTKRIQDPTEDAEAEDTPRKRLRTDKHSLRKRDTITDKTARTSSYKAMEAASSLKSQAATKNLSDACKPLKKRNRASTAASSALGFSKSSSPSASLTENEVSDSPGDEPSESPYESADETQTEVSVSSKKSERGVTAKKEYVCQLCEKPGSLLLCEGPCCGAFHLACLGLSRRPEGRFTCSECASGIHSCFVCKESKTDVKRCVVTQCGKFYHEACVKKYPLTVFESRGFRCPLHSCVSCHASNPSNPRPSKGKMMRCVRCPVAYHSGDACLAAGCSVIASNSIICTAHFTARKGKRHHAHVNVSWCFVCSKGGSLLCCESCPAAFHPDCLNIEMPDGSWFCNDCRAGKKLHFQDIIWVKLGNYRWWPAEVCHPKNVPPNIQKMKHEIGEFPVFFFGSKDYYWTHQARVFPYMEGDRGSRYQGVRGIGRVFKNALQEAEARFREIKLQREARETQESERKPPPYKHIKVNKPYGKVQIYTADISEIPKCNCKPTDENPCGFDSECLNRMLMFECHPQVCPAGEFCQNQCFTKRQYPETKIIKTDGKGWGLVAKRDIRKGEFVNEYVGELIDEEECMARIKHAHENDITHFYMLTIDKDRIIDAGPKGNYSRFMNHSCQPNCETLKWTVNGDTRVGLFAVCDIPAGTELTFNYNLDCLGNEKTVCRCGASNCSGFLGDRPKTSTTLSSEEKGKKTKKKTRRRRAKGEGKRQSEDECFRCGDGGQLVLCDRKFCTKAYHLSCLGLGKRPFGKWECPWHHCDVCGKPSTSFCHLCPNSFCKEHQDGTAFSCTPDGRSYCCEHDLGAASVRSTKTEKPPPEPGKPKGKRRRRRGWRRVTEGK
SR-BI HDL uptake: blocks mouse SR-BI lipid uptake from DiI-HDL; Q61009; ldlA[mSR-BI] CHO cells, DiI-HDL uptake fluorescence, 3 h; inhibition, % at 12.5 µM; 0.96% of 320,000 active; AID 488896;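 active = mean replicate inhibition of at least 70% and a set share of replicates each scoring 70 or more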;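 note: 0% = median of neutral control wells and 100% = median of positive control wells; values of inactives mirror those of a sister screen read the other way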
SR-BI uptake up: activators of SR-BI mediated HDL lipid uptake. CHO ldlA[mSR-BI] cells, DiI-HDL uptake fluorescence, 3 h; 100 = double the neutral-control signal. activation, % at 12.5 µM. 0.096% of 320,000 active;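 active = mean replicate activation of at least 60% and every replicate at or above 60%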;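 note: 0% = median plate neutral-control signal and 100% = twice that signal; values of inactives mirror those of a sister screen read the other way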
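Material: SR-BI-overexpressing, LDLR-lacking CHO cells; schedule: compound exposure 3 h, 37 °C; reagent: DiI-labelled HDL at 10 µg/mL final; technique: bottom-read fluorescence, 550/595 nm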
C-LANA FP: KSHV C-LANA DNA binding inhibition | MBP-C-LANA/FAM-LBS DNA binding, fluorescence polarization | inhibition, % at 9 µM | 0.078% of 340,000 active | AID 504423;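 active = highest replicate inhibition at or above 60% at 9 µM, even if other replicates fall short; inactive = all replicates below 60% inhibition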;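 note: 0% = neutral control wells and 100% = 4 µM acridine orange control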
The depositor's hits bear a star; nt = no result given.

nr	Molecule	NSD2 HMT inh	RTF Ca sens inh	SR-BI uptake up	C-LANA FP	Keap1-Nrf2 PPI	PvdQ inh	Arrestin-AP2 inh	PKA-R2B activ	SR-BI HDL uptake	DAGLB inhibitor
1	O=C(Nc1ccccc1)c1cc(S(=O)(=O)Nc2cccnc2)ccc1Cl	1.0	-0.3	7.5	0.7	3.7	-6.1	-3.9	-7.4	-7.5	1.1
2	CCC(NC(=O)Cc1c(C)c2c(cc(C)c3c(C)c(C)oc32)oc1=O)C(=O)O (centres undefined)	1.4	-5.7	1.6	-0.7	-5.1	5.3	1.1	-1.8	-1.6	-2.1
3	CC1CCCN(C(=O)Cc2cn(Cc3cccc(Cl)c3)c3ccccc23)C1 (centres undefined)	10.3	5.4	10.2	-1.1	0.9	1.5	-2.5	-13.3	-10.2	-14.4
4	CCN(CC(=O)NCc1cccs1)c1nnnn1-c1ccccc1	5.7	-1.2	24.9	0.4	-4.1	-12.6	-1.0	-2.3	-24.9	-1.4
5	Nn1cc(-c2ccccc2)nc1SCC(=O)N1CCN(S(=O)(=O)c2ccccc2)CC1	1.7	-8.8	17.8	-2.0	-6.5	-20.8	-0.8	7.3	-17.8	0.2
6	CCCc1[nH]nc2c1C(c1ccc(Br)s1)C(C#N)=C(N)O2 (centres undefined)	nt	1.7	-24.9	-0.8	2.7	-5.6	22.8	-2.8	24.9	3.5
7	CCc1c(C(=O)Nc2ccccc2C(N)=O)csc1C	4.0	7.9	nt	-0.5	-3.9	-10.3	-12.4	0.8	43.4	-2.5
8	N#Cc1ccc(OC(=O)c2cnccn2)cc1	17.5	-4.6	nt	2.7	-3.0	-9.6	2.3	1.4	nt	-0.8
9	N#Cc1ccc(N2CCc3ccccc3C2)c([N+](=O)[O-])c1	0.7	188.0*	-7.8	-2.0	-5.0	-11.9	-6.7	-8.2	7.8	2.6
10	CCCN1CCN(C(=O)C2CCCN(c3ncnc4c3nc3n4CCCCC3)C2)CC1 (centres undefined)	1.3	3.2	9.2	0.0	-0.9	-1.8	27.5	-0.8	-9.2	0.1
11	CCOC(=O)C1=NN(C(=O)c2ccc(C)cc2)C(O)(c2ccc(Cl)cc2)C1 (centres undefined)	4.5	-8.6	nt	0.2	-8.9	-15.3	-0.1	-10.1	24.4	5.6
12	CN(C(=O)COC(=O)c1ccccc1OCc1ccc(F)cc1)C1CCS(=O)(=O)C1 (centres undefined)	1.3	-2.6	-20.4	1.9	0.8	-5.9	-4.7	-7.5	20.4	-1.1
13	O=C(Nc1nc2ccc(F)cc2s1)c1cccc(S(=O)(=O)N2CCc3ccccc32)c1	8.5	9.1	-74.3	-0.6	-3.9	7.4	18.7	-1.8	74.3*	-3.3
14	CSc1nsc(N/N=C/c2ccc3c(c2)OCO3)c1C#N	-2.6	-21.1	-38.5	0.0	-3.1	-2.8	-8.2	0.1	38.5	-7.2
15	CN1CCN(C(=O)C2CCCN(S(=O)(=O)c3ccc(F)cc3)C2)CC1 (centres undefined)	-4.7	2.6	22.5	3.4	1.5	-9.3	-0.5	1.5	-22.5	-2.2
16	CCCN1C(=O)/C(=C2/C=Cc3ccccc3N2CC)SC1=S	10.6	9.6	-55.2	-0.2	2.0	7.7	6.9	0.1	55.2	53.6*
17	O=C(NCC(F)(F)F)Nc1nnc(C(F)(F)F)s1	-0.4	8.8	14.7	2.5	1.4	3.4	20.1	-8.6	-14.7	-5.3
18	O=C(Cc1ccc(Br)cc1)Nc1ccc(Cl)cc1	-2.0	-3.0	2.1	0.4	3.5	-10.0	4.6	-17.2	-2.1	-3.8
19	Cc1cc2c(c(=O)o1)C1(C(=O)N(C)c3ccccc31)C(C#N)=C(N)O2 (centres undefined)	-2.5	-4.5	10.8	-2.2	-4.1	1.1	-2.1	-5.2	-10.8	-1.1
20	COc1ccc(N(C(=O)c2cc3ccccc3oc2=O)C2C=CS(=O)(=O)C2)cc1 (centres undefined)	-1.4	2.4	-7.7	-1.1	1.2	3.4	47.7	-3.1	7.7	0.6
21	Cc1cc(F)ccc1NS(=O)(=O)c1cccc2nsnc12	-2.0	-6.4	-15.7	-4.6	3.6	-8.2	46.0	1.5	15.7	-0.2
22	O=C1CCCC/C1=C/Nc1cccc(C(F)(F)F)c1	-0.4	8.9	-4.4	-0.4	3.0	-6.4	2.1	2.2	4.4	-4.9
23	C1CCN(Cc2nnnn2C2CCCC2)CC1	-0.2	-3.9	-8.2	3.3	-5.1	-10.3	-25.5	-8.2	8.2	0.5
24	CCOC(=O)CSc1nnc(CNC(=O)c2cccs2)n1-c1cc(OC)ccc1OC	nt	-3.4	-6.9	-1.5	-3.8	-10.5	5.0	-5.6	6.9	-3.3
25	O=C(CSc1ccc(Cl)cc1)N1CCN(c2ccc(Cl)cc2[N+](=O)[O-])CC1	0.7	4.6	4.9	0.4	-5.9	0.9	27.1	3.0	-4.9	4.1
26	COc1ccc(NC(=O)CCNC(=O)c2ccco2)c(OC)c1	-3.1	6.4	9.9	0.1	2.4	-0.5	-4.5	-10.0	-9.9	-0.1
27	c1ccc2sc(C3CCN(Cc4nnnn4Cc4ccc5c(c4)OCO5)CC3)nc2c1	-2.4	0.7	11.2	0.7	-2.1	-5.4	14.0	6.7	-11.2	-1.1
28	CC1(C)N=C(C(=O)c2ccccc2)N(O)C1(C)O (centres undefined)	-0.4	-4.6	21.7	-0.6	1.2	-5.9	7.6	-0.8	-21.7	0.3
29	O=C(Nc1nc(-c2cccs2)c(-c2cccs2)s1)C1CCCC1	8.5	-14.7	-17.3	-0.6	-4.4	-10.1	4.8	0.1	17.3	-9.9
30	C=CCSC(CC)(CC)C(N)=O	nt	1.5	nt	-1.2	3.1	-14.4	-3.6	-0.4	nt	3.6

From no. 29 to 30, as listed above:
nr	Molecule	NSD2 HMT inh	RTF Ca sens inh	SR-BI uptake up	C-LANA FP	Keap1-Nrf2 PPI	PvdQ inh	Arrestin-AP2 inh	PKA-R2B activ	SR-BI HDL uptake	DAGLB inhibitor
29	O=C(Nc1nc(-c2cccs2)c(-c2cccs2)s1)C1CCCC1	8.5	-14.7	-17.3	-0.6	-4.4	-10.1	4.8	0.1	17.3	-9.9
30	C=CCSC(CC)(CC)C(N)=O	nt	1.5	nt	-1.2	3.1	-14.4	-3.6	-0.4	nt	3.6

Further results follow.
nr	Molecule	NSD2 HMT inh	RTF Ca sens inh	SR-BI uptake up	C-LANA FP	Keap1-Nrf2 PPI	PvdQ inh	Arrestin-AP2 inh	PKA-R2B activ	SR-BI HDL uptake	DAGLB inhibitor
31	c1ccc(N(c2ccccc2)c2nc(-n3ccnc3)nc(-n3ccnc3)n2)cc1	1.9	-7.6	-9.8	1.4	-2.5	-7.5	-0.8	-3.9	9.8	-2.5
32	CCC(C)(C)NC(=O)C(c1cccc(OC)c1OC)N(CCOC)C(=O)CCC(=O)Nc1cc(C)on1 (centres undefined)	7.6	3.4	-0.9	0.4	-0.8	4.2	26.3	1.7	0.9	-1.8
33	C=CCn1c(SCC(=O)Nc2ccc3c(c2)OCO3)nnc1-c1ccccc1O	1.3	-2.5	-4.3	-1.7	-5.9	3.4	6.6	-18.2	4.3	-0.7
34	C/C(=N\NC(=O)c1c(C)nc2ccccn12)c1ccc(O)cc1O	-0.5	-14.5	4.0	-0.6	-1.3	-10.8	-2.1	-8.2	-4.0	3.0
35	COC(=O)Cc1[nH]nc2c1C(C1C=CCCC1)C(C#N)=C(N)O2 (centres undefined)	3.0	-27.5	-46.1	-0.6	1.8	-16.4	-3.2	-1.2	46.1	-1.5
36	COc1ccc(N(C(=O)c2ccccc2C)S(=O)(=O)c2cccs2)cc1	-0.8	-1.1	-3.9	-1.4	-5.9	-14.5	-0.3	-1.8	3.9	-7.4
37	Cc1cc(C)cc(NC(=O)CSc2nc3[nH]ncc3c(=O)[nH]2)c1	0.8	-9.2	22.2	-1.4	-2.1	1.6	1.6	-15.6	-22.2	2.9
38	CC(=O)c1c(C)[nH]c(C(=O)OCc2ccccc2)c1C	0.6	1.6	-40.1	8.8	-3.3	2.2	6.9	-11.5	40.1	-1.2
39	Cc1ccc(NC(=O)CN(C)S(=O)(=O)c2cnc[nH]2)cc1C	0.4	11.7	11.1	-1.0	-4.6	-19.3	4.8	4.6	-11.1	0.1
40	Cc1ccc2c(C)nc(Nc3nc(CSc4nc5ccccc5s4)cc(=O)[nH]3)nc2c1	-154.1	-10.0	-19.2	-7.7	-10.5	-9.6	3.7	-0.7	19.2	-0.5
41	CCC[C@@H]1CCCO[C@@](C(=O)NCCN2CCOCC2)(C(F)(F)F)C1	nt	-7.0	1.4	3.7	0.1	-16.0	-7.2	-5.5	-1.4	-1.1
42	COCCn1c(SCC(=O)NC2CC2)nnc1-c1ccc(Cl)cc1	19.6	-3.6	0.5	0.4	-5.2	-23.7	7.6	-1.4	-0.5	-1.1
43	Clc1ccccc1Cc1noc(CN2CCSCC2)n1	-1.9	2.2	5.5	0.8	-6.1	1.3	-4.5	2.1	-5.5	-1.5
44	CCC(=O)N(CCC1(c2ccccc2OC)CCOC(C(C)C)C1)Cc1ccco1 (centres undefined)	-2.9	-1.8	1.8	0.8	-4.9	-11.9	6.4	6.1	-1.8	-7.0
45	S=C(NNC(=S)Nc1ccccc1)Nc1ccccc1	-2.8	-3.0	-58.7	-2.5	-3.5	2.6	12.1	-10.7	58.8	-1.3
46	O=C(Nc1c(C(=O)O)[nH]c2ccccc12)NC1CCCCC1	2.4	-2.5	24.4	0.4	0.6	10.6	22.8	4.5	-4.2	2.0
47	CN(c1ccccc1)S(=O)(=O)c1ccc(C(=O)N2CCN(c3ccccc3F)CC2)cc1	5.0	3.0	-16.7	-0.3	-2.3	-6.2	10.3	10.3	16.7	-2.5
48	Cc1ccc(C)c(NC(=O)CCN2CC(C)OC(C)C2)c1 (centres undefined)	-2.8	3.5	8.6	0.6	-2.6	0.3	-5.8	-0.5	-8.6	0.7
49	O=S(=O)(CCNCc1ccco1)NCc1ccccc1	nt	-1.9	-4.6	0.4	0.7	-10.3	-1.9	-0.7	4.6	1.2
50	S=C(NCc1ccccc1)NN1CCOCC1	-4.2	-3.9	14.2	-1.2	-0.7	-4.1	20.1	-2.9	-14.2	0.8
51	C/C(=N\NC(=O)c1nnn(-c2nonc2N)c1C(C)C)c1cc(C)sc1C	-1.6	-11.0	-30.9	0.6	-3.5	-11.3	-23.0	12.5	30.9	-0.3
52	CCc1ccc(C(=O)C(C)OC(=O)Cc2n[nH]c(=O)c3ccccc23)cc1 (centres undefined)	0.9	-1.7	13.0	-0.1	-0.3	-6.0	7.7	5.6	-13.0	2.3
53	CSc1nnc2c(n1)OC(c1ccsc1)N(C(C)=O)c1ccccc1-2 (centres undefined)	-5.0	-6.3	-10.2	0.3	-1.8	-12.1	-3.1	1.4	10.2	1.2
54	CC1(C)CC(=O)C(N=Nc2ccc(-c3ccccc3)cc2)=C(O)C1	-2.6	1.8	-9.0	4.6	1.5	-2.1	-1.5	-13.1	9.0	-0.8
55	CCCC(=O)Nc1ccccc1Sc1ncnc2scc(-c3ccccc3)c12	-0.4	-0.4	-5.3	-2.0	-0.9	-7.7	1.2	-3.0	5.3	-3.7

Individual results from the entries so far:
Result for entry 44 in C-LANA FP: 0.8
Result for entry 3 in Keap1-Nrf2 PPI: 0.9

Hits appear at their usual frequency. About 2.1% of those tested had a hit in this group.
